# RGS8-Gao reg: RGS8-Galphao binding modulators, primary screen, biochemical, multiplexed bead flow cytometry; actives lie on both sides; Guanine nucleotide-binding protein G(o) subunit alpha (Homo sapiens), P09471; hit rate 0.34% among 220,000; response (percent of control binding), % at 10 µM; AID 1423, 2008; in the data active = response below about 60% or above about 140%; inactive = in between;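 note: Galphao activated as the GDP aluminium fluoride complex binding bead-coupled RGS8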
# Target sequence (P09471 whole entry, looked up): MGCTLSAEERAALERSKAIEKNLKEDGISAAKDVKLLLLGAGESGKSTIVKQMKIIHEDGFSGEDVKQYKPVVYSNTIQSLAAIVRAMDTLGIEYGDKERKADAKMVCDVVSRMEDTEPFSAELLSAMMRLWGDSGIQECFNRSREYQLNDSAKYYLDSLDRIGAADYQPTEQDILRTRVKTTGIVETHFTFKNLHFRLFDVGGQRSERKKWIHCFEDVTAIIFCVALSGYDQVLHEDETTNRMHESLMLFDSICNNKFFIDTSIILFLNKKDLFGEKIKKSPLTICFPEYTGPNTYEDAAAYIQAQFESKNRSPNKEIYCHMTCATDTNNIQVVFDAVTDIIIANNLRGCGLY
# Rab7 wt modul: modulators of GTP binding to Rab7, primary screen, biochemical, wildtype, multiplex bead flow cytometry; Rab7 GTPase wild type (dog), Bodipy-FL-GTP binding; GST-Rab7 beads, fluorescent GTP binding; actives lie on both sides; untreated = 100%, excess cold GTP = 0%; GTP binding activity (percent of control), % at 10 µM; hit rate 0.055% among 190,000;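 active = fluorescent GTP binding to Rab7 beads changed by at least 20 points from the 100% baseline, either direction, mostly lower; inconclusive = compound itself probably fluorescent, or too few beads counted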;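 note: median green fluorescence of bound Bodipy-FL-GTP per Rab7 bead population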
# Rac1 act GTP bind: GTP binding modulators of activated mutant Rac1, primary screen, biochemical, bead-based flow cytometry, multiplex, fluorescent GTP. percent activity (GTP binding), % at 10 µM. Ras-related C3 botulinum toxin substrate 1 (Homo sapiens), P63000. hit rate 0.11% among 190,000. GST-Rac1 activated beads; actives lie on both sides; 100% means binding = to untreated wells. AID 764, 2007;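 active = GTP binding at least 20 percentage points away from the 100% baseline, in either direction, so actives lie on both sides; inconclusive = Compound likely fluorescent itself, or too few beads counted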
# Rab2 wt GTP: modulators of GTP binding to Rab2A wildtype, primary screen, biochemical, dog, bead-based flow cytometry, multiplex | AID 760, 2007 | hit rate 0.19% among 190,000 | Ras-related protein Rab-2A (Canis lupus familiaris), P61105 | GTP binding activity, % at 10 µM | GST-Rab2 wt beads, Bodipy-GTP binding;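 active = GTP binding activity at least 20 points away from 100%, either lowered or raised; inconclusive = signal likely due to the compound's own green fluorescence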;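 note: 0% = beads with excess unlabeled GTP and 100% = no-compound control corrected for plate trend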
# Pf gametocyte: late stage P. falciparum gametocyte viability inhibitors, primary screen, ATP luminescence, HTS. AID 743093, 2013. inhibition, % at 10.9 µM. hit rate 0.065% among 150,000. P. falciparum stage V gametocytes, 24 h;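 active = inhibition above the mean plus 3 SD of compounds within the control limits, set per campaign, cut at about 38% in these data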;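 note: 0% = DMSO wells and 100% = medium only without gametocytes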
# Cdc42 wt GTP: modulators of GTP binding to wildtype Cdc42, primary screen, biochemical, multiplex bead flow cytometry, Bodipy-GTP. Cell division control protein 42 homolog (Homo sapiens), P60953. percent activity (GTP binding), % at 10 µM. AID 761, 2007. GST-Cdc42 beads; actives lie on both sides. hit rate 0.2% among 190,000;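 active = percent activity GTP binding at least 20 points away from the 100% baseline, either down as inhibitor or up as activator; inconclusive = compound flagged as likely green fluorescent from well-wide comparison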;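 note: median bead fluorescence of bound Bodipy-FL-GTP at 100 nM; 0% = excess unlabeled GTP control and 100% = no compound control; below 100% means less GTP binding so inhibitor and above means activator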
# Target sequence (P60953 whole entry, looked up): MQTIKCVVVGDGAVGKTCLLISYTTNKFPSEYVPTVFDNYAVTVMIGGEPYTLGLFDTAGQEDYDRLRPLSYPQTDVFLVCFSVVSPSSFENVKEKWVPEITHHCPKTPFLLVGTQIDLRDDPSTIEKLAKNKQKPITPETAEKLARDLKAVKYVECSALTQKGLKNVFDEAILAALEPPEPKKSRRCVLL
# HRas wt GTP: modulators of GTP binding to HRas wildtype, primary screen, biochemical, bead-based flow cytometry, multiplex. GTPase HRas (Homo sapiens), P01112. GST-Ras wt beads, Bodipy-FL-GTP binding; actives lie on both sides. GTP binding activity, % at 10 µM. hit rate 0.14% among 190,000;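 active = GTP binding activity at least 20% away from the 100% baseline, either lowered as inhibitor or raised as activator; inconclusive = flagged as likely green fluorescent, judged across all proteins in the well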;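 note: 0% = unlabeled GTP competition control and 100% = no-compound control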
# Target sequence (P01112 whole entry, looked up): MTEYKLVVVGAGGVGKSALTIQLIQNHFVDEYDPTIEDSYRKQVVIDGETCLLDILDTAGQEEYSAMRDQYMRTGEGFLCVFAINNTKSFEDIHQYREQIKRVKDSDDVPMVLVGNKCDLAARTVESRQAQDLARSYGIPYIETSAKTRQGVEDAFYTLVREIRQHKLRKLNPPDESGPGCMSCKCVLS
# Mcl-1 Bim block: inhibitors of Bim peptide binding to Mcl-1, primary screen, biochemical, bead-based flow cytometry, multiplex | inhibition, % at 10 µM | Induced myeloid leukemia cell differentiation protein Mcl-1 (Homo sapiens), Q07820 | hit rate 0.1% among 190,000 | Bim peptide-Mcl-1 binding | AID 1009, 2008; in the data active = inhibition above about 40%;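 note: 0% = no compound tracer wells and 100% = peptide blocker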
# Target sequence (Q07820 whole entry, looked up): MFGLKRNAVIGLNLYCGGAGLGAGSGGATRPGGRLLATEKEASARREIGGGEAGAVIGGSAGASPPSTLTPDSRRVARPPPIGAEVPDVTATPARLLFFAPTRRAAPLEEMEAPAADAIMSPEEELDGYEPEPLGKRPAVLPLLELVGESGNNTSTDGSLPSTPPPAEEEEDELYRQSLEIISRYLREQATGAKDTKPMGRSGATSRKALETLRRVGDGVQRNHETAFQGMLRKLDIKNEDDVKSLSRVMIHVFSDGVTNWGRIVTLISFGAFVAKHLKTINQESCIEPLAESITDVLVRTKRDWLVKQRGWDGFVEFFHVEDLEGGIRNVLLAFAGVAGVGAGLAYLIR
# Mcl1-Bid inh: Mcl-1/Bid binding inhibitors, primary screen, biochemical, TR-FRET, 1536-well; Induced myeloid leukemia cell differentiation protein Mcl-1 (Homo sapiens), Q07820; TR-FRET Mcl-1/Bid-Dy647 peptide binding; inhibition, % at 21.7 µM; hit rate 0.97% among 220,000;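 active = compounds that cut the binding signal by more than half at the single screening dose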;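 note: His-tagged Mcl-1 with europium anti-His antibody binding Bid BH3 peptide; 0% = Mcl-1 plus peptide wells and 100% = peptide-only wells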
# Rac1 wt modul: wildtype Rac1 GTP binding modulators, primary screen, biochemical, GST-Rac1 beads, flow cytometry, multiplex. Ras-related C3 botulinum toxin substrate 1 (Homo sapiens), P63000. hit rate 0.27% among 190,000. fluorescent GTP binding; actives lie on both sides; 0 = cold GTP competed, 100 = untreated. GTP binding activity (% of control), % at 10 µM;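 active = GTP binding activity at least 20 points away from the 100% control level, either lower or higher; inconclusive = compound flagged as likely green fluorescent, judged across all proteins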
# Mcl1-Noxa inh: Mcl-1/Noxa binding inhibitors, primary screen, biochemical, TR-FRET, 1536-well; Induced myeloid leukemia cell differentiation protein Mcl-1 (Homo sapiens), Q07820; TR-FRET Mcl-1/Noxa peptide binding, 2 h; inhibition, % at 21.7 µM; hit rate 1.5% among 220,000; AID 1022, 2008;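 active = compounds that cut the protein-peptide binding signal by more than 50% relative to plate controls in a single-dose test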;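 note: His-tagged Mcl-1 with rhodamine Noxa BH3 peptide and terbium anti-His antibody; 0% = Mcl-1 plus Noxa peptide wells and 100% = peptide-only wells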
# The depositor's hits bear a star; u = inconclusive; x = no result given.
SMILES,RGS8-Gao reg,Rab7 wt modul,Rac1 act GTP bind,Rab2 wt GTP,Pf gametocyte,Cdc42 wt GTP,HRas wt GTP,Mcl-1 Bim block,Mcl1-Bid inh,Rac1 wt modul,Mcl1-Noxa inh
Cc1ccsc1/C=N/n1c(COc2ccccc2)n[nH]c1=S,103,98,97,98,x,102,98,-23,-75,101,8
CCOC(=O)c1c(N)sc2c1CCC1C(=O)N(C3CCCCC3)C(=O)C21 (stereo unspecified),93,99,99,100,x,102,101,-8,9,103,28
Cc1cc(NC(=O)c2cccs2)n(-c2nc3ccccc3[nH]2)n1,102,98,93,92,-8,90,90,0,-7,89,-66
COc1cccc(O)c1CN1CCCC(C(=O)c2cccc(C(F)(F)F)c2)C1 (stereo unspecified),99,96,98,96,8,98,97,0,-6,96,18
CC(C)(C)S(=O)(=O)/C(C#N)=N/Nc1ccc(Cl)cc1,101,104,91,93,5,93,99,-1,-16,101,6
CCOc1ccc(NC(=O)NC(C)CC)cc1 (stereo unspecified),101,u,u,u,2,u,u,-3,-42,u,-16
CC1CCC2C(=O)N(c3ccc(S(=O)(=O)c4ccccc4)cc3)C(=O)C2C1 (stereo unspecified),103,103,99,102,10,100,102,-1,-11,104,21
O=Cc1ccc(Oc2ncccn2)cc1,99,106,95,98,x,98,97,1,-18,102,6
Cc1ccc2cc3cc(C(=O)N4CCN(Cc5ccccc5)CC4)sc3nc2c1,124,u,u,u,27,u,u,x,2,u,-9
Cc1cc(C)c(NC(=O)CN)c(C)c1,103,104,94,98,2,95,95,0,-18,94,15
CCOC(=O)C(CCOc1cccc(CC)c1)C(=O)OCC,101,103,100,101,x,103,102,-5,-23,104,8
Cc1ccc(C(=O)OCC(=O)c2c[nH]c3ccccc23)cc1,108,93,97,101,2,106,102,-4,-13,105,10
COC(=O)C1=C(C)NC(=O)NC1c1ccc(N2CCC(c3ccccc3)=N2)cc1 (stereo unspecified),102,103,97,98,-7,95,99,-1,-20,99,-14
CCOc1ccc(C(=O)NCC(=O)OCc2cc(C(C)=O)ccc2OC)cc1,98,100,101,100,-21,102,101,-4,-7,105,5
CC(C)NC(=O)NC(=O)COC(=O)c1ccc([N+](=O)[O-])cc1Cl,102,104,96,98,x,95,98,0,-10,101,7
COc1ccc(C(=O)Nc2nc(C)c(C)s2)cc1OC,103,101,102,102,-32,104,104,4,-32,105,7
CCC(=O)c1ccc(N2CCN(S(=O)(=O)c3ccccc3)CC2)c(F)c1,102,95,99,100,8,100,100,-1,-10,104,14
O=C(CCC1CCCN(c2ncccn2)C1)NCc1ccc(F)c(F)c1 (stereo unspecified),87,92,94,91,-3,94,93,-2,-1,97,14
O=c1[nH]c(CSc2ncc(-c3ccc(F)cc3)n2Cc2ccco2)nc2ccccc12,101,98,98,100,10,98,99,-3,-40,98,-49
O=C(N/N=C/c1ccc2c(c1)OCO2)C1COc2ccccc2O1 (stereo unspecified),103,102,96,97,7,97,96,0,-1,97,9
CC(=O)OC(C)(C)C#CCN1CCCC1,100,99,98,101,x,105,100,-7,-10,106,-2
CCOc1ccc(N(CC(=O)OC)S(=O)(=O)c2c(C)noc2C)cc1,105,97,96,100,x,99,99,0,-15,100,1
O=C(c1cnccn1)N1CCN(c2ccccc2)CC1,101,96,97,98,-14,99,100,-4,-24,96,x
CCCn1c(N)c(C(=O)CSc2nnc(Cc3ccccc3)o2)c(=O)n(C)c1=O,101,95,97,97,x,101,95,-4,-8,98,-8
CCn1ccnc1CN1CCC(CO)(CCOc2ccccc2)CC1,102,107,97,101,14,96,101,0,-21,99,-2
SMILES,RGS8-Gao reg,Rab7 wt modul,Rac1 act GTP bind,Rab2 wt GTP,Pf gametocyte,Cdc42 wt GTP,HRas wt GTP,Mcl-1 Bim block,Mcl1-Bid inh,Rac1 wt modul,Mcl1-Noxa inh
CC(C)CC(=O)Nc1nc2ccc(S(C)(=O)=O)cc2s1,103,108,100,101,17,104,103,-2,-5,105,13
CCN(C(=O)COC(=O)c1cc([N+](=O)[O-])ccc1N1CCCCC1)C1CCS(=O)(=O)C1 (stereo unspecified),100,102,94,97,x,92,94,-1,-16,94,12
C#CCN1C(=O)S/C(=C/c2cc(C)n(CC)c2C)C1=O,102,102,100,104,x,102,102,-5,-43,106,24
COc1ccccc1N1CCN(C(=O)c2cc(-c3ccc(Br)cc3)on2)CC1,103,97,96,95,x,96,96,0,-19,97,-15
O=C(Nc1cc(S(=O)(=O)N2CCOCC2)ccc1O)c1ccco1,98,102,95,100,x,100,99,-3,-49,96,9
Cc1ccc(CNc2ccc3c(c2)ncn3C)cc1,102,104,99,101,x,100,101,1,-28,101,4
NC(=O)NC(=O)COC(=O)/C=C/c1cccc(Br)c1,95,102,96,98,-4,97,98,6,-10,99,-3
NCCc1nnc(SCc2ccccc2)o1,101,107,100,98,-18,100,100,-2,-6,105,1
CC(=O)NCCOc1c(C)cc(S(N)(=O)=O)cc1C,102,99,96,98,x,97,99,-1,2,101,5
Cc1cc(-n2c(C)cc(C(=O)CSc3nc4ccccc4c(=O)n3Cc3ccco3)c2C)no1,100,101,101,100,x,103,100,0,-13,105,-10
CCOc1ccccc1NC(=O)CCC(=O)Nc1ccc2nc(N3CCN(C)CC3)cc(C)c2c1,103,102,98,100,-4,100,101,-2,6,100,25
O=C(c1ccc2ccccc2c1)C1CCCN(C(=O)c2noc3c2CCCC3)C1 (stereo unspecified),98,92,88,89,-2,93,90,-2,-3,92,-2
COc1ccc(C2NC(=O)C(C)S2)cc1 (stereo unspecified),96,99,102,102,-11,106,103,-1,-8,112,-1
C#CCSc1ncc(-c2ccccc2)cn1,100,101,101,103,17,108,101,-1,0,108,-5
CC1(C)CC(=O)C(c2c[nH]c3ccccc23)C(=O)C1,101,104,96,98,8,97,98,-2,-75,95,-8
O=C(OC1CCOC1=O)c1cc(-c2cccs2)nc2ccccc12 (stereo unspecified),97,96,98,95,2,96,94,1,-7,97,15
COc1ccc(CN2C3CCCC2CC(NC(=O)/C=C/c2ccccc2)C3)cc1 (stereo unspecified),108,101,99,98,6,100,98,-1,-7,100,-8
CNc1ccccc1C(C)(C)c1ccn[nH]1,102,97,98,98,8,101,99,-1,-44,99,7
CCOc1ccc(N(CC)C(=O)CCNC(=O)Cn2ccc3ccccc3c2=O)cc1,100,101,101,102,x,106,105,6,-5,102,9
O=C(/C=C/c1ccncc1)c1ccc(NC(=O)c2ccccc2F)cc1,99,101,103,98,x,101,98,8,52*,105,-15
COc1ccc(Cn2nnnc2C(c2cc3cc(C)cc(C)c3[nH]c2=O)N2CCOCC2)cc1 (stereo unspecified),100,97,96,95,x,97,97,-2,17,99,-25
Cc1ccc(NC(=O)CSc2nnc(-c3ccncc3)n2N)cc1C,101,101,100,99,x,99,102,-4,-10,106,9
COc1ccc(C(=O)N2CCC(C(=O)Nc3ccc(OC)c(OC)c3)CC2)cc1,99,99,103,103,x,104,102,0,-13,105,21
O=C(CSc1nnnn1C1CC2CCC1C2)Nc1ccnc2ccccc12 (stereo unspecified),101,97,98,101,5,99,100,-1,4,101,18
CCN(CC)CCN(Cc1cc2cc(C)ccc2[nH]c1=O)C(=S)NCc1ccco1,104,98,103,103,x,101,101,-2,-27,105,9
SMILES,RGS8-Gao reg,Rab7 wt modul,Rac1 act GTP bind,Rab2 wt GTP,Pf gametocyte,Cdc42 wt GTP,HRas wt GTP,Mcl-1 Bim block,Mcl1-Bid inh,Rac1 wt modul,Mcl1-Noxa inh
O=C(/C=C/c1cccs1)Nc1ccc(Br)cn1,100,102,98,103,-29,101,102,-5,-6,104,-11
O=C(N=Nc1c(O)n(Cc2ccccc2)c2ccccc12)c1cc2ccccc2cc1O,103,96,97,96,-11,101,98,4,56*,103,85*
CC(=O)Nc1ccc(CN2CCN(CCc3ccccc3)C(CCO)C2)cc1 (stereo unspecified),101,99,98,102,-13,102,100,-2,-60,100,-2
c1ccc(-c2nnc(CSc3nnc(-c4ccncc4)n3Cc3ccco3)o2)cc1,102,99,101,101,x,104,103,-1,-1,103,-1
Cn1c(CNC(=O)c2ccccc2F)nnc1SCC(=O)NCc1ccccc1,103,96,94,97,3,98,97,-1,-24,95,4
Cc1nc2ccccc2c(=O)n1/N=C/c1cccs1,105,97,97,105,19,102,101,2,-21,102,1
O=C(NCCOc1ccccc1)c1n[nH]c(=O)c2ccccc12,96,93,93,93,x,95,92,-2,1,92,-9
COc1ccc(NC(=O)c2c(C(F)(F)F)nn(C)c2SCc2ccccc2Cl)cc1,101,99,99,98,11,101,99,0,-1,105,13
N#Cc1c(-c2ccccc2)nc(N2CCCCCC2)[nH]c1=O,82,99,102,99,-5,101,96,1,-22,105,-5
CC(NC(=O)C(=O)N/N=C/c1ccc(Cl)cc1)c1ccccc1 (stereo unspecified),99,97,95,98,-15,99,98,2,-5,98,-18
Cc1ccccc1C(=O)NC1CCN(C(=O)Nc2ccccc2Cl)CC1,101,102,95,97,26,97,99,3,4,95,-7
Cc1cc(=O)n(C(NC(=O)c2ccccc2)C(=O)c2ccccc2)cn1 (stereo unspecified),99,98,97,97,x,102,99,-7,7,103,9
O=C(CSc1nnc2ccccn12)c1ccccc1,102,100,95,98,x,103,100,-3,-8,105,25
Cc1ccc(C)c(NC(=S)c2nc3ccccc3s2)c1,101,95,101,98,11,96,97,-6,2,99,28
O=C(COC(=O)COc1ccccc1Cc1ccccc1)Nc1cccnc1Cl,96,97,99,96,2,96,98,-7,3,102,9
COc1ccc(OC)c(/C=N/NC(=O)CNC(=O)c2ccc(S(=O)(=O)N3CCCC3)cc2)c1,104,102,95,96,-6,93,97,1,-7,99,12
CCn1c(COc2ccc(C)cc2)nnc1SCc1nc2ccccc2[nH]1,100,95,95,94,x,97,96,0,-23,96,43
O=C(CNc1ccccc1)NN=C1CCCC1,102,97,99,98,14,97,96,-2,-30,95,16

# Screens: PubChem, several laboratories
